Assay outcomes from PubChem.
RTF Ca sens inh – cardiac RTF calcium desensitization | 0.12% of 340,000 active | AID 493244 | IANBD-labeled cardiac RTF, Ca2+ fluorescence | inhibition, % at 7.15 µM;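 active means inhibition above the mean inhibition of all tested compounds plus 3 SD, cut at about 17% in these data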;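 further: assay run at fixed EC70 calcium of 1.6 mM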
NSD2 HMT inh – NSD2 (human) methyltransferase inhibition; O96028; NSD2 peptide methylation, AlphaScreen, 120 min; inhibition, % at 12.5 µM; 0.54% of 310,000 active; AID 743445; in the data active means inhibition above about 50%
Pemphigus Ab inh – inhibitors of pemphigus antibody binding to human desmoglein-3. AID 588358. binding (percent of control), % at 10 µM. 0.48% of 310,000 active. DSG3-coupled beads, scFv-anti-DSG3-GFP binding, flow cytometry; active compounds read low;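 active means binding more than 3 SD below its plate's average and above zero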;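 further: hits lower antibody fragment binding to DSG3; some compounds called inactive have numbers as strong as hits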
CAL PDZ FP-1 – inhibitors of human CAL PDZ peptide binding | Q9HD26 | purified CAL PDZ, TMR-peptide fluorescence polarization, 1 h | inhibition, % at 20 µM | 0.02% of 330,000 active | AID 504414;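 active means highest replicate inhibition of at least 40%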;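 further: plate controls were DMSO neutral control wells for no effect and unlabeled competitor peptide control wells for full effect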
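Read-out basis: mP drop reported as inhibition | Assay system: Tagged CAL PDZ protein CerCALP, purified | Benchmarks: Unlabelled peptide for full inhibition, DMSO wells as neutral | Schedule: 1 h incubation at room temperature before polarization reading | Buffer or medium: Sodium phosphate/NaCl buffer pH 7.4 with TCEP, IgG, Thesit | Doses: Single point, 20 µM | Measured by: Fluorescence polarization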
CAL PDZ FP-2 – CAL PDZ (human) peptide binding inhibition; inhibition, % at 24.9 µM; AID 602252; 0.92% of 300,000 active; Q9HD26; purified CAL PDZ, TMR-peptide fluorescence polarization, 1 h;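 active means mean inhibition of at least 30% with at least half of replicates also reaching 30%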;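 further: 0% = DMSO neutral control and 100% = excess unlabeled competitor peptide PRC23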
Arrestin-AP2 inh – inhibitors of human beta-arrestin and AP2 interaction. FITC-arrestin peptide / GST-AP2 beads, flow cytometry; AP2 beta2 appendage carries R879A mutation. inhibition, % at 10 µM. 0.31% of 340,000 active;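 active means inhibition above a set limit, near 3 SD of compounds lacking own fluorescence, cut at about 54% in these data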;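 further: plate controls were DMSO wells for no effect and 5 µM unlabelled arrestin peptide for full effect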
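Measured by: flow cytometry, FL1 (488/535 nm); Material: AP2 appendage R879A on GSH beads; Evaluation: percent response; Timing: pre-incubation 12 min, peptide binding 1 h, room temperature; Also added: 50 nM FITC-arrestin peptide; Medium: PBS with 0.05% Tween 20 and 0.1% BSA.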
V-ATPase pH – regulators of yeast V-ATPase proton transport. 0.37% of 350,000 active. S. cerevisiae, pHLuorin cytosolic pH fluorescence. response, % at 10 µM. AID 504577; in the data active means response mostly above about 7.3%, no sharp cut-off; inactive means mostly below about 5.4%; further: actives read high; inactives centre near 0; some compounds called inactive have numbers as strong as hits
LANA DNA inh – blocks KSHV LANA C-terminal domain binding to DNA; MBP-C-LANA/FAM-LBS DNA binding, fluorescence polarization; 0.078% of 340,000 active; inhibition, % at 9 µM; AID 504423;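 active means highest replicate inhibition at or above 60% at 9 µM, even if other replicates fall short; inactive means all replicates below 60% inhibition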;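 further: 0% = neutral control wells and 100% = 4 µM acridine orange control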
DAGLB inh – diacylglycerol lipase beta (human) inhibition. inhibition, % at 5.17 µM. 0.059% of 340,000 active. Q8NCG7. HEK293T DAGLB membrane lysate, EnzChek fluorogenic substrate; in the data active means inhibition above about 34%;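 further: 0% = enzyme with vehicle and 100% = wells lacking enzyme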
Target sequence (Q8NCG7 whole entry, looked up): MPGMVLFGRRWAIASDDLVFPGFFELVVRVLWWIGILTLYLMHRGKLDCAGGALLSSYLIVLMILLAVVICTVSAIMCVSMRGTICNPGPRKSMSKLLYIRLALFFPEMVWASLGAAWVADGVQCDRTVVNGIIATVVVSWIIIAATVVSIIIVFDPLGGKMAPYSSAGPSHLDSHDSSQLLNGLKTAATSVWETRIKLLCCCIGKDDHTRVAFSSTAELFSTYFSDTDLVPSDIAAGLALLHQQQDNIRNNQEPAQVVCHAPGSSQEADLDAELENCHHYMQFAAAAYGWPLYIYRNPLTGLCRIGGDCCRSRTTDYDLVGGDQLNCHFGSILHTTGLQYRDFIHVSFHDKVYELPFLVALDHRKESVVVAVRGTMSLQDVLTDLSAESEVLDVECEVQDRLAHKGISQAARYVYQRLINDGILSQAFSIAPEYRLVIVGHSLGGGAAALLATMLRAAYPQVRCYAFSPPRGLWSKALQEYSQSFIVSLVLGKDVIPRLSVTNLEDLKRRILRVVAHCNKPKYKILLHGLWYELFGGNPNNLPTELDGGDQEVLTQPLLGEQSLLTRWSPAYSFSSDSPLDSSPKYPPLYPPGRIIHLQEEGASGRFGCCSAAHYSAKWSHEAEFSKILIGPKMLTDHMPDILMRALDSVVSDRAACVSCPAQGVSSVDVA
Keap1-Nrf2 PPI – inhibitors of human Keap1-Nrf2 protein-protein interaction; Q14145; Keap1 Kelch-Nrf2 peptide fluorescence polarization, 1536-well; inhibition, % at 9.4 µM; 0.15% of 340,000 active; AID 504523; in the data active means inhibition above about 12%;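 further: human Keap1 Kelch domain with fluorescein labeled Nrf2 9mer peptide probe; 0% = neutral control wells and 100% = peptide positive control; higher means more block of Keap1 binding to Nrf2 peptide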
An asterisk follows results filed as active; · = no result given. A portion of the library. The share of hits here may be higher or lower than overall.

SMILES	RTF Ca sens inh	NSD2 HMT inh	Pemphigus Ab inh	CAL PDZ FP-1	CAL PDZ FP-2	Arrestin-AP2 inh	V-ATPase pH	LANA DNA inh	DAGLB inh	Keap1-Nrf2 PPI
CCc1nnc(NC(=O)COc2ccccc2[N+](=O)[O-])s1	8.2	-1.7	·	-0.7	-2.3	42.3	-1.0	-0.8	-0.8	-1.0
CSCCC(C(=O)NCc1cccs1)N1C(=O)c2ccccc2C1=O (configuration not stated)	-11.7	-2.2	87.7	-2.6	-0.9	-0.5	-103.5	2.7	3.9	-0.6
CC1CCCN(C(=O)c2cn(-c3ccccc3)nc2-c2cccnc2)C1 (configuration not stated)	12.0	-1.8	98.2	-1.5	-5.9	-2.7	1.9	-3.2	1.8	-2.2
CCCNC(=O)c1ccc2c(c1)ncn2-c1cc(C)cc(C)c1	-7.7	-2.0	107.8	-1.8	4.9	32.0	0.8	-1.3	0.3	3.9
CCOC(=O)C(NC(=O)c1ccc(F)cc1)(Nc1nnc(C)s1)C(F)(F)F (configuration not stated)	-1.6	1.9	98.3	0.5	-6.5	4.9	2.4	-0.4	0.1	-3.2
O=C(NC(Cc1c[nH]c2ccccc12)C(=O)O)c1cccc(S(=O)(=O)N2CCCCC2)c1 (configuration not stated)	·	0.6	98.2	·	·	·	-1.0	·	-1.3	·
O=C(Nc1ccc(Oc2cccnc2)nc1)c1ccc(C(F)(F)F)cc1	-10.4	-1.0	106.9	-0.5	-4.1	1.5	-2.8	1.9	-2.7	0.4
CCc1ccc(OCC(=O)NC(C)C)cc1	-3.5	-4.6	103.9	-0.5	-5.6	1.3	-1.4	3.0	0.3	1.7
CCOC(=O)Cn1c(=O)oc2cc(S(=O)(=O)Nc3cccc(C)c3)ccc21	-1.1	·	103.6	-0.3	-1.0	21.3	5.0	0.6	-2.4	-0.2
COc1ccc(OC)c(NC(=O)Cc2csc(NC(=O)Nc3ccccc3OC)n2)c1	-2.1	0.9	102.5	-3.2	1.3	5.9	2.2	0.4	1.5	0.9
CC(C)(C)c1cc[n+](-c2[nH]c(=O)sc2/C=N/NC(=O)c2ccccc2[O-])cc1	-11.2	4.8	104.7	-1.7	-3.7	-3.2	3.8	18.9	3.9	1.9
Nc1ccc(-c2cnc(N)c(C(=O)c3cccnc3)n2)cn1	-2.1	·	102.2	0.4	-2.6	-2.3	-1.2	3.2	3.0	0.5
O=C(CCC(=O)N1CCN(c2cccc(Cl)c2)CC1)c1cccs1	-14.4	1.1	96.5	-1.3	-2.2	33.5	-0.6	0.1	2.3	-4.8
Cc1cc2cc(CN(CCN(C)C)C(=S)NCc3ccco3)c(=O)[nH]c2cc1C	4.2	20.4	107.8	·	-5.4	30.4	0.7	-1.7	1.0	-8.9
Fc1ccc(-c2cc(-c3cccs3)cc(-c3ccccc3)n2)cc1	-5.2	0.1	116.3	0.8	-1.0	-9.1	-1.8	0.0	-5.4	-4.6
CCc1c(C(=O)NC2CCCC2)csc1C	-7.0	·	99.4	0.1	-3.0	6.5	-1.1	-0.4	0.7	0.3
CCN(CC1COc2ccccc2O1)C(=O)CN1C(=O)NC(C)(c2ccc(C)cc2)C1=O (configuration not stated)	6.8	22.4	116.6	-0.5	-5.7	-12.0	0.3	0.2	-0.5	-3.6
COc1ccc(OC)c(NC(=O)COC(=O)Cc2ccc(-c3ccccc3)cc2)c1	-35.5	0.5	86.2	0.2	-9.5	2.2	0.9	1.3	-11.8	-3.3
O=C(COc1ccccc1)Nc1cc(C(F)(F)F)ccc1N1CCCC1	1.3	-1.8	110.1	·	-4.5	5.3	0.7	-2.1	-17.9	-5.7
COC(=O)c1ccc(=O)n(-c2ccc(OC)cc2)c1	-0.1	-0.3	112.7	1.2	7.4	3.8	0.9	-0.3	-1.2	3.8

Looked up above:
CCc1nnc(NC(=O)COc2ccccc2[N+](=O)[O-])s1 in DAGLB inh shows -0.8
CC(C)(C)c1cc[n+](-c2[nH]c(=O)sc2/C=N/NC(=O)c2ccccc2[O-])cc1 in Arrestin-AP2 inh shows -3.2

Continuation:
SMILES	RTF Ca sens inh	NSD2 HMT inh	Pemphigus Ab inh	CAL PDZ FP-1	CAL PDZ FP-2	Arrestin-AP2 inh	V-ATPase pH	LANA DNA inh	DAGLB inh	Keap1-Nrf2 PPI
CCc1nc2ccccc2n1Cc1ccccc1F	-2.0	-4.0	89.4	-1.5	15.7	9.6	1.8	-1.6	0.5	-0.2
Fc1ccccc1N1CCN(c2nc3ccccc3n3nnnc23)CC1	-15.3	-2.4	·	0.2	·	-4.2	5.5	3.6	-15.6	-3.0
CN(C)N=Nc1ccc(S(N)(=O)=O)cc1	-15.8	13.5	93.2	0.4	1.0	-6.2	1.1	1.7	-0.3	-0.8
CCNC(=O)CSc1nnc(-c2ccc(OC)cc2)n1CC(C)C	-7.7	-0.5	97.4	0.0	·	-6.7	-2.1	0.9	0.7	-1.9
Cc1nc(CC(C)C)cc(C(=O)N2CCCC(Nc3ccc(C)c(C)c3)C2)n1 (configuration not stated)	-2.3	37.9	106.8	-2.1	-0.3	2.5	4.1	-1.2	-2.0	-5.4
Cc1ccc(/C(O)=C2\C(=O)C(=O)N(Cc3cccnc3)C2c2ccccc2[N+](=O)[O-])cc1 (configuration not stated)	-7.6	2.8	81.4	-0.4	-2.7	-0.2	0.1	-0.4	-1.5	-6.5
c1ccc2c(c1)CCCN2c1nc(N2CCOCC2)nc(N2CCOCC2)n1	5.1	-2.5	·	0.3	-1.4	0.2	2.4	0.9	-6.0	-0.1
COc1cccc(Nc2ncnc3c2cnn3C)c1	-2.8	0.1	85.2	-2.2	-5.6	1.4	-0.2	0.7	1.0	0.7
O=C(c1ccccc1F)N1CCN(c2ccccn2)CC1	-0.9	3.0	106.9	0.3	1.3	1.2	-0.4	0.1	-2.8	1.4
O=C(NCCc1ccc(Cl)cc1Cl)c1cccnc1	0.8	-4.2	107.0	-2.4	-5.5	-1.1	0.7	-0.4	0.8	-8.1
O=C(O)CC(Cc1ccc(Cl)cc1)C(=O)Nc1ccc([N+](=O)[O-])cc1 (configuration not stated)	-0.9	0.3	95.4	-2.2	-4.3	38.5	23.5	-0.1	0.8	-0.4
COc1ccc(C(=O)/C=C/c2ccc(OC)c(CN3CCOCC3)c2)cc1	4.0	10.0	98.1	-1.9	8.3	-3.4	-0.2	-1.0	-1.0	-5.3
Cc1ccc(Nc2nnc(SCC(=O)NC3CC3)s2)cc1	3.5	-2.1	111.1	-0.6	-1.9	-0.1	-1.7	-0.4	-2.3	1.2
O=C(O)CC(NC(=O)Cc1ccccc1)c1cc([N+](=O)[O-])ccc1Cl (configuration not stated)	·	5.4	102.2	-0.2	-4.5	5.7	0.2	-0.5	·	0.2
CCOc1ccccc1NC(=O)c1ccc2c(c1)C(=O)N(CC(C)C)C2=O	0.0	-6.2	112.3	-0.5	9.7	5.7	-0.3	-0.3	-1.7	-2.8
COc1cccc(N/C=C/c2onc(C)c2[N+](=O)[O-])c1	-6.1	2.3	103.3	-2.8	-1.4	1.8	-2.4	-0.7	2.1	-5.2
CN(C)S(=O)(=O)c1ccc(C(=O)Nc2nnc(SCc3ccccc3)s2)cc1	3.4	-5.9	122.3	-2.3	3.3	0.8	3.7	-1.0	0.6	-3.7
CCCOc1ccc(N2C(=O)CC(N3CCN(c4nc5ccccc5s4)CC3)C2=O)cc1 (configuration not stated)	1.5	-1.4	·	-0.8	-5.3	-6.2	5.0	-0.5	-1.9	0.9
CN(C)CCn1c(=S)[nH]c2ccccc2c1=O	-4.1	4.5	101.0	-0.3	0.9	2.0	-2.7	-0.1	2.2	-1.8
O=S(=O)(NCC1(N2CCOCC2)CCCCC1)c1ccc(F)c(F)c1F	-7.8	0.1	96.6	-0.1	0.0	-9.8	1.1	4.0	-1.9	0.3
O=C(COC(=O)c1ccccc1C(=O)c1ccccc1)Nc1cccc([N+](=O)[O-])c1	-4.0	0.9	100.6	-2.0	3.1	8.9	-3.9	-0.2	0.7	-3.8
CCOC(=O)c1cccc(NC(=O)CCS(=O)(=O)c2ccc(Br)s2)c1	-5.6	·	88.2	0.0	1.1	11.2	-4.4	-1.4	-4.0	0.0
Cc1onc(-c2ccccc2Cl)c1C(=O)c1ccccc1	-9.8	·	114.6	-0.2	·	-15.1	1.6	-1.7	-5.0	-3.9
COc1ccc(-c2ccc(N)cn2)cn1	-6.0	·	102.0	-0.2	-0.1	1.3	1.6	-1.3	2.8	-1.5
CC1/C(=N/O)CC(c2ccccc2)NC1c1ccccc1 (configuration not stated)	-0.9	-7.0	126.3	-3.9	-1.7	-8.2	0.2	-2.5	-9.2	-4.2
COc1ccc(CN2CCSCC2)c(OC)c1C	-12.9	1.1	112.3	0.3	·	-5.3	-5.0	-0.9	-0.1	-4.5
CCOC(=O)c1c(-c2ccccc2Cl)cn2ccccc12	-8.7	-1.8	106.5	-1.0	·	-4.7	-2.5	-0.1	-6.1	4.2
CCOC(=O)C(NC(C)=O)(Nc1ccc(S(=O)(=O)Nc2cc(C)on2)cc1)C(F)(F)F (configuration not stated)	-4.0	·	108.5	0.9	0.3	-6.2	3.0	3.4	0.8	-0.1
COc1cc(CNc2ncn[nH]2)ccc1OCc1ccccc1C	-5.3	-0.4	107.2	0.0	-1.9	15.4	-2.0	-0.2	-1.9	-1.1
CCN1CCN(C(C(=O)NC2CCCC2)c2cc3c(cc2[N+](=O)[O-])OCO3)CC1 (configuration not stated)	-5.4	36.9	114.5	0.1	3.4	13.8	-2.5	0.0	1.1	-3.8
CC(=O)N(C)C1(c2nnnn2CCOC(=O)Nc2cccc3ccccc23)CCCC1	-0.3	7.1	117.1	-1.6	-5.2	1.6	1.5	-1.2	-1.5	-4.8
O=C1CCC(C(=O)OCC(=O)Nc2ccc(SC(F)F)cc2)=NN1	·	-1.9	104.8	·	·	·	-0.1	·	3.3	·
CC(=O)Nc1ccc2nc(NC(=O)C(Cl)(Cl)Cl)sc2c1	-1.4	2.8	102.0	-0.6	-6.1	-4.1	-0.6	1.8	0.9	-0.5
Cc1cc(C)nc(NS(=O)(=O)c2ccc(NC(=S)NC(=O)c3cccnc3)cc2)n1	0.3	-2.8	106.8	-1.8	12.7	-6.7	-1.1	1.7	2.0	-4.0
O=C(COC(=O)c1ccc([N+](=O)[O-])s1)Nc1ccc(F)cc1	1.8	·	·	-0.3	-3.0	12.6	0.7	-0.7	-0.8	0.1
Cc1ccc(C(=O)NN2C(=O)C3C4C=CC([C@@H]3C2=O)C42CC2)cc1 (some centres not stated)	-1.8	-2.1	105.9	0.3	·	9.1	9.5	16.5	-0.7	-0.6
